Bioassay records as filed in PubChem.
USP1 inh: Inhibitors of USP1/UAF1: Primary Screen | Ubiquitin carboxyl-terminal hydrolase 1 (Homo sapiens), O94782 | recombinant USP1/UAF1, Ub-Rhodamine cleavage fluorescence | Potency, µM (highest dose often 57.1 µM), without a hit: at the highest dose activity change, negative = inhibition, usual class: inhibitors | hit rate 0.23% among 390,000 | AID 743255, 2014; note: potency is the fitted concentration of half-maximal effect; % is set by controls: 0 for no effect and ±100 for the full control effect; nearly all actives have a fitted effect of over 60% in size; inactives centre near -12
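USP1/UAF1 complex (1 nM) preincubated 15 min at room temperature with compound, then Ub-Rho substrate (150 nM final) added. Kinetic fluorescence at 480/540 nm over 6 reads at 60 s intervals; 50 mM HEPES pH 7.8, 0.5 mM EDTA, 0.1 mg/ml BSA, 1 mM TCEP, 0.01% Tween-20.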
TRHR PAM: qHTS for Small Molecule Agonists and Allosteric Enhancers of Human TRH Receptor: Primary Screen for Enhancers; Thyrotropin-releasing hormone receptor (Homo sapiens), P34981; TRHR cells, fluo-8 calcium fluorescence, EC20 TRH enhancement; enhancement, % at 2 µM; hit rate 0.66% among 360,000; AID 493056, 2011; in the data active = enhancement above about 30%; note: 0% is about no effect
Target sequence (P34981 whole entry, looked up): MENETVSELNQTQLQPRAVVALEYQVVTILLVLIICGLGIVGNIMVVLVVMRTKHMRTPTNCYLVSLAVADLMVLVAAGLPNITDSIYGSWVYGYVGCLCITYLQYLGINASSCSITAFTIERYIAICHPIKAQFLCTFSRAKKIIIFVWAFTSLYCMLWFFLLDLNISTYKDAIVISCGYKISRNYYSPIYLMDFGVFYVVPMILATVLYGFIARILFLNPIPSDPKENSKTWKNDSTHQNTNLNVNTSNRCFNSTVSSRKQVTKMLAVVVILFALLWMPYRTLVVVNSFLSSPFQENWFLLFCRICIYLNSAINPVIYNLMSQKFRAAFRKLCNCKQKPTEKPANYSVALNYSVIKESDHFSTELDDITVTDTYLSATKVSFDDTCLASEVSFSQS
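TRHR-expressing cells loaded with fluo-8 calcium dye were read kinetically (ex 480/em 530) during compound addition, then stimulated with an EC20 of TRH (10 nM final). Enhancement of the Gq-mediated intracellular calcium response was scored.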
mIDH1 inhibitor: qHTS for Inhibitors of mutant isocitrate dehydrogenase 1 (IDH1): qHTS; Isocitrate dehydrogenase [NADP] cytoplasmic (Homo sapiens), O75874; IDH1-R132H enzyme, NADPH consumption, diaphorase/resazurin fluorescence; Potency, µM (top dose mostly 76.6 µM), inactives show at the highest dose activity change, negative = inhibition, actives largely listed as inhibitors; hit rate 0.093% among 390,000; AID 602179, 2012; note: potency is the fitted concentration of half-maximal effect; % is set by controls: 0 for no effect and ±100 for the full control effect; nearly all actives have a fitted effect of over 65% in size
Target sequence (O75874 whole entry R132H, stated change not applied): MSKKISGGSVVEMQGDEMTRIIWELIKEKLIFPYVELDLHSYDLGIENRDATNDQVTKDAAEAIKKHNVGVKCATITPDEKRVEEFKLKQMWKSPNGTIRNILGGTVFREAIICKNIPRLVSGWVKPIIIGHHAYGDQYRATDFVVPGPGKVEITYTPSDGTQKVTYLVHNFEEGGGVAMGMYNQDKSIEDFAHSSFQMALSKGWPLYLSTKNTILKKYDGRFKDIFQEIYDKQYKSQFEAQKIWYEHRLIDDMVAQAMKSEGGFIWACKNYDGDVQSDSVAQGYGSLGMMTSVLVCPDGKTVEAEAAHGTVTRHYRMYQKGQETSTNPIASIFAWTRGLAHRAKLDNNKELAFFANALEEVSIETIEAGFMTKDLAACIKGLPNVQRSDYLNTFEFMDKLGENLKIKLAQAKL
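IDH1-R132H (0.5 ug/mL dispensed) in pH 7.5 Tris buffer was preincubated 30 min with compound, then given a substrate mix of 0.016 mM NADPH and 2 mM alpha-KG for 80 min at room temperature; remaining NADPH was read by diaphorase/resazurin fluorescence.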
Pin1 inhibitor: qHTS Assay to Find Inhibitors of Pin1 | Peptidyl-prolyl cis-trans isomerase NIMA-interacting 1 (Homo sapiens), Q13526 | Pin1 FP peptide displacement, HiFluor488, 10 min | Potency, µM (highest dose often 115 µM), without a hit: top-dose activity, negative = inhibition, actives largely listed as inhibitors | hit rate 0.009% among 390,000 | AID 504891, 2011; active = well fitted inhibition curve with a large enough effect in the polarisation, with a control signal flat, not every such curve was filed as active; inconclusive = small, poorly fitted or top-dose-only effect, or effect the other way, or a change in a side signal; inactive = no such curve, though single readings can be large or run the other way; the % refers to the polarisation; note: potency is the fitted concentration of half-maximal effect; % is set by controls: 0 for no effect and ±100 for the full control effect
Target sequence (Q13526 whole entry, looked up): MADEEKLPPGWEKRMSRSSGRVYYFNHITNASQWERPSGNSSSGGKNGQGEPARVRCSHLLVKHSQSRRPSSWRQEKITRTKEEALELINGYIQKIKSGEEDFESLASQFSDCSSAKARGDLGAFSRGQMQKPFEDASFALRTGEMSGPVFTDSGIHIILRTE
TrxR1 substrate: qHTS Assay for Substrates of Mammalian Selenoprotein Thioredoxin Reductase 1 (TrxR1): qHTS. purified TrxR1 substrate turnover, NADPH consumption readout. Potency, µM (doses to about 114 µM), inactives show at the top dose activity change, negative = substrate turnover. hit rate 0.01% among 390,000. AID 588456, 2011; note: potency is the fitted concentration of half-maximal effect; % is set by controls: 0 for no effect and ±100 for the full control effect; nearly all actives have a fitted effect of over 50% in size
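Rat TrxR1, dispensed at 90 nM, was prereduced with 400 uM NADPH (final) for 5 min at ~22 deg C, then incubated with compound 15 min before 400 uM selenite. A first-read NADPH fluorescence drop versus no-compound background flagged substrates.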
D2 ag: HTS Assay for Allosteric Agonists of the Human D2 Dopamine Receptor: Primary Screen for Agonists; HEK293 T-REx D2 cells, calcium flux agonist mode; activation, % at 2 µM; hit rate 0.53% among 340,000;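 active = activation over 3 SD above normal in the single-dose calcium agonist read, cut at about 30% in these data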; note: 0% is about no effect
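In this primary screen, compounds producing a positive calcium signal within 180 s of addition to tetracycline-induced, force-coupled HEK293 Trex D2 cells are flagged; cells are dye-loaded with a no-wash calcium kit beforehand.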
TrxR1 inh: qHTS Assay for Inhibitors of Mammalian Selenoprotein Thioredoxin Reductase 1 (TrxR1): qHTS. hit rate 1% among 390,000. recombinant rTrxR1, NADPH fluorescence consumption, selenite substrate. Potency, µM (top dose mostly 114 µM), inactives show at the top dose activity change, negative = inhibition, hits mostly inhibitors. AID 588453, 2011. Thioredoxin reductase 1, cytoplasmic (Rattus norvegicus), O89049; note: potency is the fitted concentration of half-maximal effect; % is set by controls: 0 for no effect and ±100 for the full control effect; nearly all actives have a fitted effect of over 65% in size
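Rat TrxR1 (90 nM in the dispensed reagent) was pre-reduced with 400 uM NADPH for 5 min at room temperature, then incubated with compound for 15 min. After 400 uM selenite was added, NADPH fluorescence (Ex 340/Em 450 nm) was followed for 8 min.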
TRHR agonist: qHTS for Small Molecule Agonists and Allosteric Enhancers of Human TRH Receptor: Primary Screen for Agonists; TRHR cells, calcium flux fluo-8, FDSS agonist mode; activation, % at 2 µM; hit rate 0.18% among 360,000; in the data active = activation above about 30%; note: 0% is about no effect
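Read-out: compound-evoked intracellular calcium rise in TRHR cells, fluo-8 dye, kinetic FDSS fluorescence at 1 s/cycle following a 10-cycle baseline. Cells cultured overnight before dye loading (30 min–1.5 h, RT).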
D2 antagonist: HTS Assay for Allosteric Antagonists of the Human D2 Dopamine Receptor: Primary Screen for Antagonists. D(2) dopamine receptor (Homo sapiens), P14416. HEK293 TREx D2 cells, calcium flux, dopamine EC80. inhibition, % at 10 µM. hit rate 2% among 340,000; in the data active = inhibition above about 30%; note: 0% is about no effect
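Tetracycline-induced HEK293 TREx cells expressing D2 receptor forced-coupled to calcium signalling, loaded with no-wash calcium dye. Compounds added and calcium flux read 180 s, then dopamine added at EC80 and read a further 180 s.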
Numbers without * were called inactive; ? = inconclusive; · = not tested or not shown; & = joins results of further samples; [ ] = dose if it differs, or a comment. Unless noted, calls come from the whole dose curve; as a rule, active = well fitted inhibition curve with a large enough effect; inconclusive = small, poorly fitted or top-dose-only effect; inactive = no such curve, though single readings can be large or run the other way. A portion of the library, so the mix of outcomes need not match the whole.

structure,USP1 inh,TRHR PAM,mIDH1 inhibitor,Pin1 inhibitor,TrxR1 substrate,D2 ag,TrxR1 inh,TRHR agonist,D2 antagonist
CCn1c(NCc2ccccn2)nc2c1c(=O)n(C)c(=O)n2C,3%,3,-9%,-3%,0%[57.1 µM],0.0,-14%[57.1 µM],0.3,1
O=C(NCC(c1ccco1)S(=O)(=O)c1cccs1)c1ccc(F)cc1 (centres undefined),6%,9,6%,0%,1%[57.1 µM],0.7,-1%[57.1 µM],1.0,·
O=C1CC(C(F)(F)C(F)(F)C(F)(F)F)=Nc2ccccc2N1,-21%,0,8%,1%,-5%,·,-12%,0.2,·
Cc1ccc(NC(=O)CNC(=O)c2ccco2)cc1Cl,-28%,6,9%,0%,6%[57.1 µM],-0.2,28%[57.1 µM],0.9,-6
O=C(NCC(c1ccco1)N1CCOCC1)c1ccc(Cl)cc1 (centres undefined),-9%,-8,0%,1%,-14%,0.2,-13%,-0.1,-1
COc1ccc(S(=O)(=O)N2CCN(C(=O)CC3CC4CCC3C4)CC2)cc1 (centres undefined),-5%,11,1%,-2%,1%,-0.4,25%,0.1,-6
CC(=O)Nc1ccc2c(COC(=O)[C@@H](NS(=O)(=O)c3ccc(C)cc3)C(C)C)cc(=O)oc2c1,-4%,·,0%,10%,292%[activator][57.1 µM],·,50%,·,·
CC(=O)Nc1cccc(NC(=O)c2c(-c3ccccc3)c(-c3ccccc3)nn(C)c2=O)c1,-25%,-1,7%,-7%,60%[activator],0.5,-27%,0.4,·
COc1ccc(CCNC(=O)c2ccc3c(c2)N(Cc2ccccc2Cl)C(=O)c2ccccc2S3)cc1OC,-12%,-8,7%,22%,2%[57.1 µM],0.1,22%[57.1 µM],0.8,·
Cc1ccc(Cl)cc1N1CCN(S(=O)(=O)c2ccc(-c3cnc(C4CC4)o3)cc2)CC1,-25%,2,0%,1%,2%[57.1 µM],0.4,22%[57.1 µM],0.9,·
O=C(c1cccc(N2C(=O)C3C4C=CC(C4)C3C2=O)c1)N1CCN(c2ccc(F)cc2)CC1 (centres undefined),-27%,0,-9%,-13%,10%,0.3,26%,0.0,-1
CCCNC(=O)c1ccc2c(c1)S(=O)(=O)c1ccccc1C2=O,-7%,-2,2%,-18%,-3%,-1.1,22%,-0.4,3
COc1cc(C(=O)Nc2cc(S(C)(=O)=O)ccc2Cl)ccc1OCC(=O)N1CCOCC1,-2%,-20,-3%,0%,-1%,0.0,14%,-0.1,36*
Cc1ccccc1CSc1nnc2[nH]c(=O)cc(C)n12,-3%,3,-1%,-12%,-12%[57.1 µM],-0.2,-26%[57.1 µM],-0.2,·
C=CCNC(=O)CN1N=C(c2ccc(C)cc2)CCC1=O,-8%,8,3%,-2%,7%[57.1 µM],0.2,14%[57.1 µM],-1.0,-1
COc1ccc(NC(=O)c2sc3nc(N4CCOCC4)c4c(c3c2N)CC(C)(C)OC4)c(OC)c1,-5%,2,-2%,-2%,52%[activator],0.7,19%,0.2,12
COc1ccc(C(CNC(=O)Nc2ccccc2)N2CCN(C)CC2)cc1 (centres undefined),-11%,2,-4%,2%,1%,0.3,31%,0.4,0
CC1=C(C)C(=O)N(c2ccc(C(=O)O)cc2)C1=O,-12%,-4,4%,-12%,-8%,-0.1,-4%,0.5,-1
O=[N+]([O-])c1ccc(-c2ccc(/C=N/n3cnnc3)o2)c(Br)c1,0%,-7,3%,47%[activator],-10%,0.4,?,-0.5,12
COc1ccc(NC(=O)CN2C(=O)CSc3ccc(S(=O)(=O)N4CCCC4)cc32)cc1OC,-13%&-6%,-1&-1,6%&12%,-5%&-3%,7%&2%[57.1 µM],-0.9&1.3,14%&1%[57.1 µM],-0.6&-0.5,0
C/C(CC(=O)NC1CCCCC1)=N\NC(=O)c1ccccn1,2%,-2,2%,-2%,5%[57.1 µM],-3.8,2%[57.1 µM],-0.9,14
Cc1cccc(C2NC(c3cccc(C)c3)C([N+](=O)[O-])C(C)(C)C2[N+](=O)[O-])c1 (centres undefined),-11%,-4,7%,1%,-11%,0.3,7%,0.1,-3
COc1ccccc1N1CCN(C(=O)c2ccc(NS(=O)(=O)c3ccc(C)cc3)cc2)CC1,-24%,3,0%,-8%,7%,-0.1,21%,-0.5,3
CCOC(=O)c1[nH]c2ccc(OC)cc2c1NC(=O)CCN1CCN(Cc2ccccc2)CC1,-2%,-1,2%,0%,47%[activator],0.2,-26%,-0.4,1
CCN1CCN(Cc2nc3cc(NC(=O)c4ccccc4[N+](=O)[O-])ccc3n2CC)CC1,-13%,-2,2%,-11%,-1%,1.3,32%,1.0,·
CC1=CC(C)C2C(=O)N(c3ccccc3)C(=O)C2C1 (centres undefined),-10%,3,4%,1%,-6%,-1.0,11%,-0.1,-18
Cc1cccc(CNc2ncnc3ccc(-c4ccc5c(c4)OCCO5)cc23)c1,·,7&7,·,?,35%[activator],0.7,15%,-0.1&0.3,-34
COc1cccc(C(=O)Nc2ccc(-c3nnc(-c4ccco4)o3)cc2)c1,-1%,·,4%,31%[activator],2%,·,-2%,·,·
Cc1oc(-c2ccc(C(=O)NCCc3ccc(Cl)cc3)cc2)nc1CSc1ccccc1,-18%,0,0%,1%,18%,4.5,43%[activator],3.2,·
Cc1nn(Cc2ccccc2Cl)c(C)c1C(=O)NCc1ccco1,-16%,-4,4%,1%,-4%,0.0,-10%,-1.3,5
CN(CC(=O)Nc1ccccc1Cl)C(=O)COC(=O)c1ccc(Cl)cc1[N+](=O)[O-],-23%,16,4%,-5%,-8%,0.1,-8%,-0.7,2
CN(CC(=O)Nc1ccc(F)c(F)c1)S(=O)(=O)c1cccc2cccnc12,-5%,0,3%,-5%,-3%,-2.9,5%,0.1,-10
CS(=O)(=O)N(CCc1ccccc1)CC(=O)Nc1ccc(OCc2ccccc2)cc1,2%,-1,6%,-4%,-7%,0.5,-2%,2.4,5
Cc1ccc(S(=O)(=O)N2CCOCC2)cc1NC(=O)COC(=O)c1ccc(Cl)nc1,-4%,·,1%,1%,-2%,·,-1%,·,·
CCOC(=O)c1c(-c2ccccc2)oc2ccc(OC)cc12,-17%,-1,9%,-6%,45%[activator][57.1 µM],·,33%[57.1 µM],0.1,·
O=C(NCc1ccccn1)c1coc(=O)c(Br)c1,0%,-1,2%,-12%,64%[activator],0.8,-26%,-0.2,-8
CCC1CCc2c(sc3ncnc(N4CCOCC4)c23)C1 (centres undefined),-20%,2,8%,5%,-4%[57.1 µM],-1.4,4%[57.1 µM],-1.1,-8
COC(=O)C(C)Oc1ccc2c(c1)O/C(=C\c1cccc(Br)c1)C2=O (centres undefined),-2%,14,11%,-8%,-12%,0.2,2%,0.1,-10
Cc1ccc2[nH]c3c(c2c1)CN(C(=O)CN1CCCCC1)CC3,-21%,5,-4%,-13%,7%,2.0,19%,1.3,-3
CC(=O)Nc1ccc(S(=O)(=O)NNC(=O)C2CCCCC2)cc1,-10%,14,-6%,-7%,-5%,·,5%,0.0,·
CCOC(=O)C1CCCN(C(=O)c2cc3nc(-c4ccc5c(c4)OCO5)cc(C(F)(F)F)n3n2)C1 (centres undefined),-19%,16,8%,-3%,27%,0.2,34%[activator],0.2,-13
O=C1OCC2=C1C(c1ccccc1)CC(=O)N2c1ccccc1 (centres undefined),-25%,0,-1%,12%,5%[57.1 µM],-0.5,4%[57.1 µM],0.3,-20
CC(=O)Nc1cc(NC(C)=O)c2nc(N)sc2c1,3%,11,0%,1%,9%[57.1 µM],22,14%,0.5,-19
Nc1ccc(N2CCOCC2)c(S(=O)(=O)Nc2cc(Cl)ccc2Cl)c1,-20%,16,-10%,-1%,1%,0.9,-7%,-0.3,-3
N#Cc1c(-c2ccccc2Cl)c2c([nH]c1=O)-c1ccccc1OC2,14%,2,2%,?,118%[activator][57.1 µM],-1.7,66%,-1.8,-1
